LDHA block = inhibitors of human lactate dehydrogenase A | P00338 | purified LDHA, NADH/diaphorase-resazurin fluorescence; stronger effect = lower value | activity change, % (values are at about 110 or 230 µM) | 0.15% of 480,000 active; in the data active = activity change below about -30%;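 note: plate controls were DMSO wells for no effect and wells without enzyme for full effect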
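Human LDH5 at 2 nM final in Tris HCl pH 7.4 with 0.06 mM NADH and 0.2 mM pyruvate, reacted 5 minutes at room temperature. Remaining NADH coupled via diaphorase/resazurin; resorufin fluorescence read at 0 and 20 minutes, normalized to enzyme-free and DMSO wells.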
Numbers without * were called inactive. Some of the compounds tested; the hit share may differ from the screen's.

compound | LDHA block
CCCCn1c(=O)[nH]c(=O)c2c1nc(COC(=O)C(CC)c1ccccc1)n2C (configuration not stated) | -1.4
N#Cc1ccccc1CN1CCN(c2oc(C3CC3)nc2C#N)CC1 | 0.9
Nc1nc2ncccn2c1-c1ccc(F)cc1 | -7.2
O=c1oc2ccccc2c(NC2CCCC2)c1NS(=O)(=O)c1ccc(Cl)s1 | -0.4
CC(=O)N1CCN(C(=O)c2cc(-c3ccc(F)cc3)nc3ccccc23)CC1 | 7.6
O=C(CN1N=C(c2ccccc2F)c2cc(Cl)ccc2S1(=O)=O)Nc1cc(F)ccc1F | 17.1
COCCN(C)CCCc1ccccc1 | 7.3
CCC(C)NC(=O)c1ccc(N(C)C2CCCCC2)cc1 (configuration not stated) | 0.0
CC(=O)c1cn(CC(=O)N2CCOCC2)c2ccccc12 | 4.9
Cc1ccc2cc(/C=C/C(=O)NC3CCCC3)oc2c1 | 6.1
Cc1ccc(S(=O)(=O)N2CCCN(C(=O)c3cncn3-c3ccccc3)CC2)cc1 | -36.6*
CC(C)(C)CC(=O)N(Cc1cccc(Br)c1)C1CC1 | 4.6
S=c1[nH]nc(-c2n[nH]c3c2CCC3)n1/N=C/c1c2ccccc2cc2ccccc12 | 6.5
CC(CC(=O)Nc1ccc(O)cc1)(C(=O)O)c1ccccc1 (configuration not stated) | 75.7
CN(CC(=O)N1CCCC1)c1nc(-c2cccs2)nc2ccccc12 | 20.3
COc1ccc(-c2ccc(CCC(=O)O)n2NC(=O)c2ccccc2Cl)cc1 | -14.8
CCCc1noc(CN2CCN(c3cc(C)nc(C(C)C)n3)CC2)n1 | 1.5
Cc1ccc(C(CNC(=O)c2cc(=O)c3ccc(Br)cc3o2)N2CCC(C)CC2)o1 (configuration not stated) | 2.5
O=C(O)c1ccc(-n2cccc2/C=C2\SC(=O)N(Cc3ccc(Cl)c(Cl)c3)C2=O)cc1 | -2.1
CCN(CC)S(=O)(=O)c1ccc(C)c(NS(=O)(=O)c2cccc(C(C)=O)c2)c1 | -1.3
Cc1ccccc1C(=O)Nc1sc(C)c(C)c1C#N | 0.3
COc1ccc(C(=O)Oc2ccc(Cl)cc2Cl)cc1OC | -3.9
CCOCc1ccc(CNC(=O)c2nccnc2N)cc1 | -0.6
C=CCOc1ccccc1NC(=O)c1ccccc1C | -1.2
COc1ccc(C(=O)NCC(C)O)cc1 (configuration not stated) | 5.0
CN1CCN(C(=O)CCCC(=O)O)CC1 | 3.4
COCCn1c(SCC(=O)c2ccc3c(c2)CCC3)nnc1-c1ccc(Cl)cc1 | 3.0
O=S(=O)(c1ccc2c(c1)OCCO2)c1nc(-c2cccc(Cl)c2)oc1N1CCOCC1 | -9.4
O=C(Nc1ccc(O)cc1)c1cc(-c2ccncc2)nc2ccccc12 | -0.5
Cc1nc(NC(C)C)sc1C(=O)NCc1ccco1 | -18.4
CCCN(CCC)C(=O)Cc1c(C)[nH]c2ccc(F)cc12 | -2.4
CC(NC(=O)c1ccsc1)C1CCCO1 (configuration not stated) | -4.4
CCCCN1C(=O)C(CC(=O)NCc2ccco2)CC(C(=O)N2CCCCCC2)=C1C (configuration not stated) | 3.4
O=C(Nc1ccc(OC(F)F)cc1)c1nc(S(=O)(=O)Cc2ccc(F)cc2)ncc1Cl | 0.4
COc1cccc2cc(S(=O)(=O)N3CCCC(C)C3)c(=O)oc12 (configuration not stated) | 5.3
CCc1noc(C(C)N2CCC(c3ccnn3CCO)CC2)n1 (configuration not stated) | 2.6
CCCn1c(SCC(=O)Nc2ccc(C)c(F)c2)nc(O)cc1=O | 11.3
COc1ccc(Cl)cc1C(C)=O | -7.6
c1ccc(Oc2cccc(-c3nc4ccccc4s3)c2)cc1 | 2.1
CC(C)c1ccc(NC(=O)c2ccc(N(C)C)cc2)cc1 | 2.8
CCOc1ccc(-c2ccc(C(=O)O)s2)cc1 | -3.1
CC(C1CC1)N(Cc1ccccc1)S(=O)(=O)c1cccc2nsnc12 (configuration not stated) | 25.4
CC(=O)N1CCC(NC(=O)/C=C/c2cnc3ccccc3n2)CC1 | 2.5
Cc1cc2nc(C(F)(F)F)c(=O)n(C(C)C(=O)NCc3ccccc3)c2cc1C (configuration not stated) | 11.0
N#Cc1ccccc1CSCCNC(=O)Nc1cccnc1 | 6.4
O=C(O)/C(=C\c1ccc(Br)cc1)Sc1nc2ccccc2s1 | -3.0
Cc1oc(-c2ccccc2)nc1CC(=O)NCc1ccco1 | -3.6
CCC(=O)NCCc1cccc2cccnc12 | 3.0
CCOc1ccc(C2C(C#N)=C(N)OC(C(C)(C)C)=C2C#N)cc1OCC (configuration not stated) | 28.9
CC1=C(C)CC(C(=O)NCc2ccncc2)C(C(=O)O)C1 (configuration not stated) | 2.4
CC(=O)Nc1sc2c(c1SC#N)CCCC2 | 0.4
COc1ccc(-c2nc3cc(NC(=O)COc4cccc(C)c4)ccc3o2)cc1 | 2.6
Cn1cc(S(=O)(=O)N2CCN(Cc3ccccc3F)CC2)c(=O)n(C)c1=O | -1.5
COC(=O)c1cccc(C(=O)O)n1 | 4.0
CCCC(=O)Nc1ccc2oc(-c3ccccc3C)nc2c1 | -1.1
COc1ccc(CN2C(=O)CSCC2(C)C(=O)NCc2ccccc2)cc1 (configuration not stated) | -7.8
Cc1cccc(Cc2cnc(NC(=O)CCc3nnc(-c4ccsc4)o3)s2)c1Cl | 6.0
Cc1[nH]c2ccccc2c1C(c1ccccc1O)c1c(C)[nH]c2ccccc12 | 20.1
CC1(C)C2CCC1(C)C(OCC[N+](C)(C)CC#N)C2 (configuration not stated) | 3.5
CCOC(=O)C1=C(C)N=C2SCC(=O)N2C1c1cccc(OC)c1 (configuration not stated) | -3.2

(next part)
compound | LDHA block
CCOC(=O)c1nc(N(C)c2cccc(C)c2)c2ccccc2n1 | -1.4
COc1ccc(C(=O)C(C)Sc2nnc3ccccn23)cc1OC (configuration not stated) | -5.6
CCN(CC)S(=O)(=O)c1ccc(NC(=O)CSc2nc3ccccc3n2CC)cc1 | 5.3
CCCCN(Cc1ccccc1)c1ccc(NS(=O)(=O)c2ccc(C(C)C)cc2)cc1C(=O)O | 12.3
Cc1ccc(NS(=O)(=O)c2ccc3[nH]c(=O)[nH]c3c2)cc1C | 3.3
Cc1ccc(C(=O)N2CCN(CCc3ccccc3)CC2)cc1C | -5.2
O=C(O)COc1ccccc1/C=N/O | -0.6
CCCC1Cc2c(sc3nc(SCC(=O)c4ccccc4)nc(N)c23)CO1 (configuration not stated) | 4.8
O=c1oc2ccccc2cc1-c1nc(-c2ccc(F)cc2)no1 | -3.9
CN(CC(=O)OCc1coc(-c2cccs2)n1)S(=O)(=O)c1ccc(F)cc1 | -6.2
CC(=O)c1ccc(N2CCN(C(C(=O)O)c3cn(C)c4ccc(C(=O)O)cc34)CC2)cc1 (configuration not stated) | 18.5
O=C(/C(Br)=C\Nc1ccc(F)cc1)C(F)(F)F | 10.5
COc1ccc(N(Cc2nnc3n2CCCCC3)C(=O)Nc2ccccc2C)cc1OC | -1.4
Cc1ccc(F)c(NC(=O)CCNC(=O)c2ccco2)c1 | -0.4
CC1=C/C(=N\NC(N)=S)C(C)C1 (configuration not stated) | 1.9
O=C(CSc1nnnn1-c1ccc(C(=O)O)cc1)Nc1cccc2ccccc12 | -0.9
CCNC(=O)c1cccc(NC(=O)Cc2ccc(OC)cc2)c1 | 4.7
N#CC1(Nc2ccccc2)CCCCC1 | 1.0
CCN(CC)S(=O)(=O)c1cc(NC(=O)C2CCCN(C(=O)c3ccc(F)cc3)C2)ccc1C (configuration not stated) | -6.1
O=C(CSc1nc(=O)n(Cc2ccco2)c2c1CCC2)NC1CCCC1 | 0.8
CS(=O)(=O)Oc1ccc2c(c1)O/C(=C\c1ccc3c(c1)OCO3)C2=O | 13.5
COCC(=O)Nc1cccc(NC(=O)C2CCC2)c1 | 8.8
CCOc1cc(C2C(C(=O)OC)=C(C)NC3=C2C(=O)c2ccccc23)ccc1OCC#N (configuration not stated) | 3.2
COc1ccc(/C=C2\Oc3cc(OS(C)(=O)=O)ccc3C2=O)cc1 | 1.1
O=S(=O)(c1ccc(C(F)(F)F)cc1)N1CCN(S(=O)(=O)c2ccc3c(c2)OCCO3)CC1 | -2.2
COc1ccccc1Cc1c(-c2ccccc2)nc2cc(C)c(Br)c(C)n12 | 2.3
COC(=O)CC(NC(=O)c1cccc(CS(C)(=O)=O)c1)c1ccccc1 (configuration not stated) | 1.4
CC(C)N1C(=O)C(NC(=O)C(=O)NCCc2c[nH]c3ccc(F)cc23)c2ccccc21 (configuration not stated) | 10.2
O=C(Nc1ccc(O)c(-c2nc3ccccc3o2)c1)c1cccnc1 | -9.3
COc1cc(C2C(C(N)=O)=C(C)Nc3nc(SCc4ccccc4F)nn32)cc(OC)c1OC (configuration not stated) | -5.9
Cc1cc(C)n2c(NC3CCCCC3)c(-c3ccccn3)nc2n1 | 4.6
O=C(NCCc1ccc(Cl)cc1)c1ccccn1 | -0.8
Cn1nc(CC(=O)Nc2cccc(OC(=O)c3ccc(Cl)cc3)c2)c2ccccc2c1=O | 1.8
Cc1ccc(-c2cc(C(=O)N3CCN(CC(=O)NC4CC4)CC3)c3ccccc3n2)o1 | -0.5
CC(C)(CNC(=S)Nc1cccc(C(F)(F)F)c1)N1CCCCC1 | -4.8
Cc1cccc(C)c1NC(=O)C1C(c2ccc3c(c2)OCO3)=Nc2ccccc2N1C(=O)c1cccc(C(F)(F)F)c1 (configuration not stated) | -6.4
Cc1cc2c(s1)c1cnn(Cc3c(F)ccc(F)c3Cl)c(=O)c1n2C | -0.5
CCCn1nc(C(=O)NC(c2ccccc2)c2ccccc2)c2ccccc2c1=O | -6.5
Cc1cc2nc(-c3cccc(Cl)c3)c(CC3CCCCC3)n2c(C)c1Br | 1.6
Cn1c(=O)c2c(nc(NCCCN3CCOCC3)n2Cc2ccccc2Cl)n(C)c1=O | 14.1
COc1ccc(CNC(=O)Nc2ccc(F)c(Cl)c2)cn1 | 4.1
Cc1cc(NC(=O)CSc2ncc(-c3ccc(Cl)cc3)o2)ccc1F | -11.1
COc1ccc(NC(=O)Cc2c(Cl)cccc2Cl)cc1S(N)(=O)=O | 0.4
COc1ccccc1-n1cnnc1SC(C)C(=O)c1ccc(F)cc1 (configuration not stated) | -0.4
CCC(CC)C(=O)n1ccn(S(=O)(=O)c2ccc(C)cc2)c1=O | -9.6
CC(C)C[C@H]1CN(CCCC[C@@H]2CNC(=O)C(=O)N2Cc2ccccc2)C(=O)C(=O)N1CCc1ccc(O)cc1 | -2.3
COc1ccc2c(c1)Oc1nc(-c3ccc(C)s3)nc(SCC(=O)Nc3cccc(C(=O)O)c3)c1C2 | -10.7
CC(=O)N1Cc2cc(C(=O)NCC(F)(F)F)nc(-c3cccc(-c4cccnc4)c3)c2[C@@H]1CCO | -7.3
O=C(NCCCN(Cc1ccccc1)C(=O)c1cccnc1)c1nc2ccccc2c(=O)[nH]1 | -1.7
C/C(=N\NC(=O)C1CC1c1ccc(C(C)(C)C)cc1)c1ccccc1 (configuration not stated) | 1.7
COc1cccc(C(=O)Nc2ccc(C3(C)CC=NO3)cc2)c1 (configuration not stated) | 2.7
O=C(CSc1ccc2c(c1)OCCCO2)Nc1cccc2ccccc12 | -16.4
O=C(/C=C/c1ccc(-c2ccc(Cl)cc2Cl)o1)c1ccccc1 | -10.7
Cc1ccc(C)c(NC(=O)c2nc3ccccc3nc2N2CCCC2)c1 | 10.9
O=c1cc(-c2cccc(F)c2)oc2ccc(Cl)cc12 | 5.2
O=C(NC1CCCCC1)C1c2ccccc2OCC(=O)N1Cc1ccco1 (configuration not stated) | 0.3
O=C(OCc1ccccc1)c1cc(=O)c2ccccc2o1 | -10.7
O=C(NC1CCN(Cc2ccccc2)C1)c1cc2ccccc2oc1=O (configuration not stated) | -2.9
CCc1ccc(NC(=O)c2ncoc2-c2ccc(OC)c(OC)c2)cc1 | 6.3
CC(NC(=O)c1cccc(S(=O)(=O)N(C)C)c1)c1cc2ccccc2o1 (configuration not stated) | 3.8

Arranged by molecular weight (lowest first): 5 of the compounds above
compound | LDHA block
O=C(CSc1ccc2c(c1)OCCCO2)Nc1cccc2ccccc12 | -16.4
Cc1cc2c(s1)c1cnn(Cc3c(F)ccc(F)c3Cl)c(=O)c1n2C | -0.5
Cc1cc2nc(-c3cccc(Cl)c3)c(CC3CCCCC3)n2c(C)c1Br | 1.6
O=C(NCCCN(Cc1ccccc1)C(=O)c1cccnc1)c1nc2ccccc2c(=O)[nH]1 | -1.7
CC(=O)N1Cc2cc(C(=O)NCC(F)(F)F)nc(-c3cccc(-c4cccnc4)c3)c2[C@@H]1CCO | -7.3

Other structures follow:
compound | LDHA block
CC(NC(=O)CN1CSCC1=O)c1ccc(F)cc1F (configuration not stated) | -10.1
COc1ccccc1C(=O)N1CCN(c2oc(-c3ccc(F)cc3)nc2C#N)CC1 | 10.4
COC(=O)c1[nH]c2ccc(F)cc2c1NC(=O)c1ccccc1F | 5.9
O=C(CNc1ncnc2nc[nH]c12)NCCc1ccccc1 | 1.5
Cc1nc(NC(=O)C2CCN(c3ccc(C#N)cn3)CC2)sc1C | -0.3
Cc1cc(=O)oc2c(C)c(OCC(=O)NC3CCS(=O)(=O)C3)ccc12 (configuration not stated) | 3.2
O=C(O)c1ccc(CS(=O)c2ccc(F)cc2)o1 (configuration not stated) | 5.2
Cc1ccc(NC(=O)Cc2nc(-c3cc(C)n(-c4cc(C)on4)c3C)cs2)c(C)c1 | 1.3
Cc1ccc(C(=O)NC2CCSC2=O)cc1C (configuration not stated) | -0.4
CC(C)CNC(=O)C1CCCC(C(=O)NCC(C)C)C1 (configuration not stated) | -1.3

Screening results as filed in PubChem.
